# Screens from PubChem.
# ALOX12 inh: Primary qHTS assay for inhibitors of human arachidonate 12S-lipoxygenase (ALOX12): Round 2; 1.1% of 580,000 active; AID 1671190, 2021; purified 12hLO, xylenol orange hydroperoxide absorbance; Potency, µM (titrated, usually from 108 µM), inactives show top-dose activity change, negative = inhibition, hits mostly inhibitors; Polyunsaturated fatty acid lipoxygenase ALOX12 (Homo sapiens), P18054; active = well fitted inhibition curve with a large enough effect; inconclusive = small, poorly fitted or top-dose-only effect, or another doubt; inactive = no such curve, though single readings can be large or run the other way
# Target sequence (P18054 whole entry, looked up): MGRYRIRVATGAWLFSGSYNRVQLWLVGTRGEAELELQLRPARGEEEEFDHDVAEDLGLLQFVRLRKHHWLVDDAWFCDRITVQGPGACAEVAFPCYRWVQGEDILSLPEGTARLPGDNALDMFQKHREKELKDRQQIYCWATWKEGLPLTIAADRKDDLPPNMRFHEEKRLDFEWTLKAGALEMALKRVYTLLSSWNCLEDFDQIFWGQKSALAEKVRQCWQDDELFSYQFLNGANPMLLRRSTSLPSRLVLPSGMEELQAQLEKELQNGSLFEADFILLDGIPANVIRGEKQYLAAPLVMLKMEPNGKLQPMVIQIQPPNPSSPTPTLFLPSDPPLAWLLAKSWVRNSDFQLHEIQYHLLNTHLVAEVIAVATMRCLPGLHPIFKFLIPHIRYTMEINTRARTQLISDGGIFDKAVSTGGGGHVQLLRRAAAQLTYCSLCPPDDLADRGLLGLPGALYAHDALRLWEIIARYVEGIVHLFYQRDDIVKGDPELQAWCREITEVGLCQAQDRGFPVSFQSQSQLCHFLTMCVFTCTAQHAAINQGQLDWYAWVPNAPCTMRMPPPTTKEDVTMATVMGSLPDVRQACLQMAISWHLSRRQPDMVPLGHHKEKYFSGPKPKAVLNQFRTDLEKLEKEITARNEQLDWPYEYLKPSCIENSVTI
#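 Hydroperoxide product was detected by ferrous iron/xylenol orange as the 573 to 405 nm absorbance ratio. Arachidonic acid at 40 uM (final) was turned over for 30 min at room temperature by 150 nM human 12hLO, pH 7.0 Hepes buffer, after 15 min compound preincubation.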
# * hit, by the source's call; ? = inconclusive; [ ] = dose if it differs, or a comment. % is scaled to controls: 0 for no effect and ±100 for the full control effect; potency is read from the fitted curve at half-maximal effect. Not all compounds are listed; rates above refer to the full screens.
Structure	ALOX12 inh
NC(=O)CN1CCCC(N2CCN(Cc3ccc4c(c3)OCO4)CC2)C1 (stereo not given)	63%[activator]
Cn1cc(-c2cc3cnc(Nc4cccc(NS(C)(=O)=O)c4)cc3n2Cc2ccccc2)cn1	-4%
COCCn1c(C)cc(C(=O)N2CCc3nn(CCOC)c(=O)n3CC2)c1C	42%[activator]
Cc1ccc(-c2cc(C34CC5CC(CC(C5)C3)C4)nc3sc4c(c23)CCC4)cc1	-30%
O=C(NCCc1ccc(Cl)cc1)C1CN(c2ccc(F)cc2)C(=O)N1 (stereo not given)	1%
O=C(N[C@@H]1CN(Cc2cc(F)cc(F)c2)C[C@H]1CO)c1ccccc1	9%
O=C(NCc1ccc(F)cc1)c1cc(C2CCCN(C(=O)CCCc3ccccc3)C2)on1 (stereo not given)	-13%
COc1ccc(NC(=O)CCc2c(C)c3ccc(C)cc3oc2=O)cc1	1%
O=C(C1NCCc2[nH]cnc21)N1CCC(c2nc(-c3ccccc3)no2)CC1 (stereo not given)	10%
COc1ccc(S(=O)(=O)N(C)CC(=O)N2CCOCC2)cc1C	-9%
COc1ccccc1-c1[nH]nc2ncc(-c3c(C)noc3C)nc12	7%[176 µM]
O=S(=O)(c1cnc[nH]1)N1CCC(c2nc(CCOCC3CCCC3)no2)C1 (stereo not given)	40%[activator]
CCOC(=O)N[C@H](C(=O)N1CCC[C@H]1C(=O)NC1CCCC1)C1CCCCC1	1%
O=C1CN(C(=O)Cn2c(-c3ccccc3)cc3ccccc32)CCN1	10%
CCCc1nnc(NC(=O)c2cc(=O)c3cc(C)cc(C)c3o2)s1	-11%
COc1ccc(Cl)cc1Cn1c(C)c(C(=O)N(C)Cc2ccc(F)cc2)sc1=O	0%
COc1ccccc1CCC(=O)NC1CCN(C(=O)c2cc3c(=O)[nH]c(C)cn3n2)CC1	24%
O=C(NC[C@H]1O[C@@H](CC(=O)N2CCN(c3ccc(F)cc3)CC2)[C@H](O)[C@@H]1O)c1cccc(F)c1	57%
CN1C(=O)[C@@]2(O[C@H]3[C@H]4C=C[C@@H]([C@H]5C(=O)N(Cc6ccccc6)C(=O)[C@@H]45)N3C3=C2C(=O)CC3)c2ccccc21	6%
COCc1c(C(=O)N[C@@H]2CN(Cc3ccccn3)C[C@H]2CN(C)C)noc1C	118%[activator]

# The listing continues:
Structure	ALOX12 inh
COC(CNC(=O)c1ccc(CNS(=O)(=O)c2ccc(Br)cc2)cc1)OC	-4%
N#Cc1ccc(COc2ccccc2C#N)cc1	-35%
COc1cccc(CN2CC[C@H](c3nnc(-c4ccco4)o3)C2)c1	9%[176 µM]
O=C(c1cc(Cl)ccc1Cl)N1CCN(c2cc(-c3cccs3)[nH]n2)CC1	0%
COC(=O)c1cc(S(=O)(=O)N(C)CC(=O)Nc2ccc(Cl)cc2C)cn1C	-7%
c1cc(CNC[C@H]2Cn3cc(-c4ccc5c(c4)OCCCO5)nc3CO2)ccn1	45%[activator][176 µM]
CC1(C(=O)Nc2ccncc2)CCCc2cnc(Nc3ccccc3)nc21 (stereo not given)	23%[176 µM]
CC(C)C(C)NC(=O)CCc1ccc(C#N)cc1 (stereo not given)	-25%
CCc1ccc(CN2CC(C(=O)NCc3ccncc3)C3(CCOCC3)C2)cc1 (stereo not given)	53%[activator]
CCC(c1nnnn1-c1ccc2c(c1)OCCO2)N1CCN(C(=O)C2CCCO2)CC1 (stereo not given)	-149%
Cc1cc(C)c(CNC(=O)c2nc(Nc3ccccc3)cc3[nH]ccc23)c(=O)[nH]1	-15%[176 µM]
CCOC(=O)c1ccc(NC(=O)c2cc(=O)c3cc(C)cc(C)c3o2)cc1	-10%
N#Cc1cccc(-c2ccnc(N[C@H]3CO[C@H]4[C@@H]3OC[C@@H]4NC(=O)c3ccc4c(c3)OCO4)n2)c1	6%
COCCNc1nc(NCc2ccccc2)nc2ccsc12	7%
Cc1cnc(CC2CCN(C(=O)Cc3cccnc3)CC2)n1Cc1ccc(F)cc1	54%[activator]
O=C(CNC(=O)NCc1ccc(C(F)(F)F)cc1)NCC(F)(F)F	6%
O=C(Nc1ccc(F)c(C(F)(F)F)c1)Nc1nnc(-c2ccncc2)s1	?
CCOc1ccccc1CN1CCC2(CCN(C(=O)c3ccccc3F)CC2)Oc2ccccc21	-12%
O=C(NCCCN1CCCCCC1)c1ccc(CC2CCN(C(=O)C3CC3)CC2)cc1	67%[activator]
O=C(Nc1cccc(F)c1)N1CCC(Oc2ncccc2C(=O)N2CCOCC2)C1 (stereo not given)	27%

# (further entries)
Structure	ALOX12 inh
CCN1CCN(c2nc3c(s2)CN(C(=O)COC)CC3)CC1	26%
Cc1ccc(CN2C[C@H](Sc3ccccn3)C[C@H]2C(=O)Nc2ccc3sc(C)nc3c2)cc1	7%
N#C/C(=C\c1cccn1S(=O)(=O)c1cccc(C#N)c1)S(=O)(=O)c1ccc(F)cc1	-21%
Cc1occc1-c1nnc(SCC(=O)c2cc(C)n(C3CC3)c2C)n1-c1ccccc1	0%
COc1cccc(CC(=O)N2CCCC(c3nc(CCOCC4CCCC4)no3)C2)c1 (stereo not given)	50%[activator]
Cc1ccc(S(=O)(=O)N2C(c3ccccc3)CC(=O)C3CN(S(=O)(=O)c4ccc(Cl)cc4)C(c4ccccc4)CC32)cc1 (stereo not given)	0%
C[C@@H]1CN([C@@H](C)CO)C(=O)CCCn2nncc2CO[C@H]1CN(C)C(=O)Nc1ccc2c(c1)OCO2	-2%
C[S+](=O)([O-])N1Cc2ccccc2CC12CN(C(=O)c1ccc(Cl)nc1)C2	31%[activator]
O=C1CCN(C(=O)/C=C/c2cc(Br)ccc2F)CC1	14%
COc1ccc(CCCNC(=O)c2ccc(N3CCC(N(C)C)C3)nc2)cc1 (stereo not given)	17%
O=C(NCC1Cn2cccc2C(=O)N1Cc1ccccc1)c1ccsc1 (stereo not given)	32%
Cc1ccc(Br)cc1[N+](=O)[O-]	-19%
CCCCN(C)Cc1c(C)[nH]c2c(C)c(C)ccc2c1=O	-28%
COc1ccccc1S(=O)(=O)N(C)C[C@@H]1OCc2cnnn2CCCC(=O)N([C@H](C)CO)C[C@@H]1C	-8%
CCN(CC)C(=S)SC(C(=O)NC(N)=O)C(C)C (stereo not given)	?
O=C(O)CCc1cc2n(n1)CCCN(C(=O)c1cc3c([nH]c1=O)CCC3)C2	?
CCCS(=O)(=O)NCCc1ncc(C)n1CCOC	22%
NC(=O)c1ccc(NC(=O)CCC2CCCC2)cc1Cl	?
COc1cccc2cc(-c3cc(=O)oc4ccc(OS(=O)(=O)c5ccccc5)cc34)oc12	-27%
Cn1c(=O)c2c(nc(N3CCCCCC3)n2Cc2cccc(Br)c2)n(C)c1=O	8%

# The listing continues:
Structure	ALOX12 inh
Cc1cc(Cl)ccc1S(=O)(=O)N(C)CC1CCOC1 (stereo not given)	54%[activator]
COCc1cc(C[C@@H]2CC[C@H](O)[C@@H](CNC(=O)NC(C)C)O2)no1	17%[176 µM]
O=C(OCc1ccc(Cl)cc1Cl)c1ccccc1Oc1ccccc1	1%
O=C(NC1CCCN(c2cc(-c3ccccc3)[nH]n2)C1)c1ccc(Cl)cc1 (stereo not given)	38%[activator]
Cc1ccc(C(=O)Oc2cccc(Cl)c2)cc1	8%
Cc1ccc(-c2nn(-c3ccccc3)cc2C(=O)Nc2cccc(S(=O)(=O)NC3=NCCC3)c2)cc1	-4%
CCOC(=O)[C@]12CCC=C1N(CCC1=CCCCC1)C(=O)[C@H](CC(=O)NCCCN1CCCC1=O)C2	0%
Cc1nc(-c2cccc(Cl)c2)n(CC(=O)Nc2ccc(F)cc2)c(=O)c1CCO	?
Cc1ccc(/C=N\NC(=O)c2cccs2)s1	9%
OCc1ccccc1-c1nc2ccccc2s1	-1%
CN(C)c1ccc(C(CNC(=O)/C=C/c2ccco2)c2c[nH]c3ccccc23)cc1 (stereo not given)	?
Cc1cccc(NC(=O)Cn2cnc3c2c(=O)n(C)c(=O)n3C)c1C	-1%
CN(C)c1cccc(C(=O)N2CCCN(c3cc(-c4ccccc4)[nH]n3)CC2)c1	15%
COc1ccc2c(C)c(CC(=O)NCCN3CCOCC3)c(=O)oc2c1C	-1%
Fc1cccc(CN2CCC(N3CC(OCC4CC4)C34CCCCC4)CC2)c1 (stereo not given)	18%
COc1cc(NS(=O)(=O)c2ccccc2Br)c(C(=O)O)cc1OC	?
Cc1cc2nc(CO[C@H]3CN(Cc4nccn4C)C[C@H]3F)[nH]c2cc1C	83%[activator][176 µM]
Cc1ccc(Nc2nc(-c3cnc(N4CCCCC4)nc3C)cc(=O)[nH]2)cc1C	16%
CCCN(CC1CCOC1)C(=O)Nc1cccc(C)c1C (stereo not given)	53%[activator]
Fc1cccc(Cl)c1C1NC(=S)NC2=C1CCc1ccccc12 (stereo not given)	40µM*

# The final 7 compounds of the section above open the next one.
Structure	ALOX12 inh
COc1ccc2c(C)c(CC(=O)NCCN3CCOCC3)c(=O)oc2c1C	-1%
Fc1cccc(CN2CCC(N3CC(OCC4CC4)C34CCCCC4)CC2)c1 (stereo not given)	18%
COc1cc(NS(=O)(=O)c2ccccc2Br)c(C(=O)O)cc1OC	?
Cc1cc2nc(CO[C@H]3CN(Cc4nccn4C)C[C@H]3F)[nH]c2cc1C	83%[activator][176 µM]
Cc1ccc(Nc2nc(-c3cnc(N4CCCCC4)nc3C)cc(=O)[nH]2)cc1C	16%
CCCN(CC1CCOC1)C(=O)Nc1cccc(C)c1C (stereo not given)	53%[activator]
Fc1cccc(Cl)c1C1NC(=S)NC2=C1CCc1ccccc12 (stereo not given)	40µM*
Cc1ccc(NC(=O)Cc2nn(C)c(=O)c3ccccc23)cc1C	2%
Cc1ccccc1-c1nc2ccccc2s1	-22%
CC(OC(=O)C1CCC1)C(=O)c1c[nH]c2ccccc12 (stereo not given)	29%
CCc1ccc2cc(-c3ccc(C)c(C)c3)cn2c1	25µM*
CC(C)(C)CC1CCCN1C(=O)CCc1nc2ccccc2c(=O)[nH]1 (stereo not given)	-1%
Cc1ccc(S(=O)(=O)N2[C@@H](CCO)OC[C@H]2C(C)C)cc1	-5%
Cn1nccc1C(=O)N1CCC(N2CC(OCC3CC3)C23CCOCC3)CC1 (stereo not given)	10%
Cc1[nH]c2ccccc2c1C(C(=O)O)N1CCN(C(c2ccccc2)c2ccccc2)CC1 (stereo not given)	-2%
CC(C)c1cccc(NC(=O)CC2(C(=O)O)CCCC2)c1	-5%
O=C1CSc2ccc(C(=O)NNC(=O)c3ccc(COc4ccccc4)o3)cc2N1	-2%
O=C1NCCCCCN(Cc2cn[nH]c2-c2ccccc2)[C@H]2CCC[C@@H]12	197%[activator]
COc1ccccc1-n1cc(CN2CCc3onc(-c4ccc(Br)cc4)c3C2=O)nn1	-15%
COc1ccc(C(=O)OCc2ccc(C#N)cc2)c(O)c1	0%
CN(C)C(=O)CSc1nc(-c2ccco2)nc2ccccc12	-24%
Cc1ccc(C(=O)N2CCc3sc(C(=O)NCc4ccc(F)cc4F)cc3C2)cc1	38%[activator]
Cc1ccc(C(=O)N(C)[C@H]2C[C@H]3c4[nH]c5c(-c6ccccc6)cccc5c4CCN3C(=O)[C@H]2[C@H](C)O)cc1	-1%
CC(=O)Nc1ccc(C2(C(=O)NCc3cccs3)CCC2)cc1	43%
Cc1[nH]c(=O)[nH]c(=O)c1S(=O)(=O)Nc1ccc(Br)cc1	13%
O=C(NCc1ccc(O)cc1)c1cnc2ccccc2n1	1%
CO[C@H]1C(=O)N(C(C)C)[C@H]1C1CCN(Cc2ccc3cc[nH]c3c2)CC1	-2%

# Carrying on:
Structure	ALOX12 inh
Cc1cnc2c(S(=O)(=O)NCCCOC(C)C)cccc2c1	0%
CCC12CC3CC(Br)(C1)CC(C(=O)O)(C3)C2 (stereo not given)	4%
Cc1cc(CN2CCC(CO)(Cc3ccccc3Cl)CC2)cc(C)c1O	3%
COC(=O)CNC(=O)N1CCOC(c2ccc(Cl)c(Cl)c2)C1 (stereo not given)	14%
COc1ccc(Cl)cc1-n1cnc2cc(C(=O)N3CCSCC3)ccc2c1=O	-2%
COc1cccc(C(=O)Nc2c(C(=O)N3CCN(Cc4ccccc4)CC3)oc3ccccc23)c1	?
Cc1cccc(-c2cccc3c4c([nH]c23)[C@@H]2C[C@H](N(C)C(=O)C3CCCCC3)[C@H]([C@H](C)O)CN2CC4)c1	11%
O=C(OCC(=O)N1CCCCCC1)c1ccccc1-c1nc2ccccc2s1	-42%
C=CCNC(=O)c1cc(-c2ccc3ccccc3n2)nc2ccccc12	-52%
c1ccc(CC2=NOC3(CCN(C4COC4)CC3)C2)cc1	1%[12.5 µM]
COc1ccc(CC(=O)Nc2ccc(=O)n3c2[C@@H]2C[C@@H](CN(C(=O)Nc4ccc(F)cc4)C2)C3)cc1	-2%
CC[C@H](C)[C@H]1CNC(=O)C(=O)N1CC1CCN(CC(C)C)CC1	0%
OC1(CN2CCC(CCn3cccn3)CC2)CNCCOC1 (stereo not given)	?
COCCN1C(=O)CS(=O)(=O)C12CCN(C(=O)c1ccc(C)cc1)CC2	32%
O=C(O)c1ccc(CCO)s1	62%[activator]
COC(=O)Cc1c(C)c2ccc(O)cc2oc1=O	-17%
Cc1sc2nc(CN3CCCC3)nc(Sc3nnnn3C3CC3)c2c1C	-24%
O=C(NC[C@@H]1CCCN1)C1CCN(c2nc(-c3ccccc3)nc3c2CCC3)CC1	?
